S100A4 MyoIIA – inhibitors of human S100A4 binding to myosin IIA peptide; S100A4/TAMRA-MyoIIA peptide fluorescence polarization; hit rate 0.14% among 360,000; inhibition, % at 10.7 µM; P26447; AID 652163;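 active means mean inhibition of at least 70% across replicates, with every replicate also reaching that level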
Target sequence (P26447 whole entry, looked up): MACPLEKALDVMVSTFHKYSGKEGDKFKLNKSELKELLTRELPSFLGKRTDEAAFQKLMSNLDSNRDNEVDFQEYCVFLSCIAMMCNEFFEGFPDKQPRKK
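Test system: S100A4 monomer protein; Medium: HEPES pH 7.2 with CaCl2, KCl, NaCl, DTT, Triton; Probe or stimulus: TAMRA-labelled myosin IIA heavy-chain peptide probe, 5 nM; Doses: one dose per compound; Times: polarization read 5 min after assay mix addition, stable 5–60 min; Benchmarks: neutral control DMSO, positive control TFP.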
EWS-Fli inh – inhibitors of EWS/Fli oncoprotein transcriptional activity | inhibition, % at 12.6 µM | hit rate 0.67% among 350,000 | A673 NR0B1-luciferase reporter, viability-normalised;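 active means mean inhibition of at least 50% after viability correction, with every replicate also passing that limit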;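 further: firefly luciferase signal divided by Alamar Blue viability fluorescence both relative to DMSO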
LGR2 antag – inhibitors of bursicon-induced Drosophila LGR2 receptor cAMP signaling. AID 720647. HEK293 LGR2, CRE-luciferase, bursicon-stimulated, 4 h. inhibition, % at 9.99 µM. hit rate 0.35% among 380,000;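 active means drop in luminescence signal, shown as inhibition above about 50% in the replicate tests, limit read from the data, passing the limit was not always enough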;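 further: agonist challenge used bursicon conditioned medium at about half maximal strength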
PAX8 reporter – lowers PAX8-driven luciferase in RMG-I cells; inhibition, % at 12.6 µM; RMG-I TPO-luciferase reporter, SteadyGlo, 24 h; hit rate 1.2% among 360,000; AID 652154;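 active means mean replicate inhibition at least 60% with every replicate also reaching 60%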;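 further: luciferase light reporting Pax8 driven TPO promoter activity; plate controls were median of neutral control wells for no effect and mitoxantrone controls for full effect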
FN deposit inh – fibronectin deposition inhibition. AH1F fibroblasts, Alexa488-fibronectin deposition fluorescence, overnight. inhibition, % at 12.6 µM. hit rate 0.086% among 350,000;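 active means mean inhibition across replicates of 30% or more, regardless of how many single replicates reach that level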;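 further: positive control wells lacked labelled fibronectin entirely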
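test system = AH1F fibroblasts assembling fluorescent fibronectin matrix | quantity = 10000 AH1F cells per well | buffer or medium = DMEM plus 2% serum, read in PBS | doses = single dose, pinned | incubation = 1 h cell attachment, overnight exposure to compound and label | detection = fluorescence at 485 nm excitation, 525 nm emission | read-out basis = inhibition from reduced deposited-fibronectin fluorescence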
PGC1a acetyl inh – PGC1a acetylation modulation, inhibitor mode; U2OS PGC1a acetylation, AlphaScreen anti-acetyl-lysine; with virally co-expressed GCN5 acetyltransferase; inhibition, % at 15.6 µM; hit rate 0.17% among 350,000;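 active means every replicate shows inhibition of at least 40%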;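 further: 0% = neutral control wells and 100% = positive control wells; some results beyond the cut were filed as inactive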
ERAP1 inh – inhibitors of human ERAP1 aminopeptidase. Q9NZ08. recombinant ERAP1, Leu-AMC fluorescence, 60 min. inhibition, % at 10.7 µM. hit rate 0.15% among 340,000. AID 652197;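 active means mean replicate inhibition of at least 30%, or all replicates individually reaching that 30% level; inactive means mean below 30% and not every replicate reaching it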;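 further: 0% = neutral control wells and 100% = L-leucinethiol positive control wells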
Target sequence (Q9NZ08 whole entry, looked up): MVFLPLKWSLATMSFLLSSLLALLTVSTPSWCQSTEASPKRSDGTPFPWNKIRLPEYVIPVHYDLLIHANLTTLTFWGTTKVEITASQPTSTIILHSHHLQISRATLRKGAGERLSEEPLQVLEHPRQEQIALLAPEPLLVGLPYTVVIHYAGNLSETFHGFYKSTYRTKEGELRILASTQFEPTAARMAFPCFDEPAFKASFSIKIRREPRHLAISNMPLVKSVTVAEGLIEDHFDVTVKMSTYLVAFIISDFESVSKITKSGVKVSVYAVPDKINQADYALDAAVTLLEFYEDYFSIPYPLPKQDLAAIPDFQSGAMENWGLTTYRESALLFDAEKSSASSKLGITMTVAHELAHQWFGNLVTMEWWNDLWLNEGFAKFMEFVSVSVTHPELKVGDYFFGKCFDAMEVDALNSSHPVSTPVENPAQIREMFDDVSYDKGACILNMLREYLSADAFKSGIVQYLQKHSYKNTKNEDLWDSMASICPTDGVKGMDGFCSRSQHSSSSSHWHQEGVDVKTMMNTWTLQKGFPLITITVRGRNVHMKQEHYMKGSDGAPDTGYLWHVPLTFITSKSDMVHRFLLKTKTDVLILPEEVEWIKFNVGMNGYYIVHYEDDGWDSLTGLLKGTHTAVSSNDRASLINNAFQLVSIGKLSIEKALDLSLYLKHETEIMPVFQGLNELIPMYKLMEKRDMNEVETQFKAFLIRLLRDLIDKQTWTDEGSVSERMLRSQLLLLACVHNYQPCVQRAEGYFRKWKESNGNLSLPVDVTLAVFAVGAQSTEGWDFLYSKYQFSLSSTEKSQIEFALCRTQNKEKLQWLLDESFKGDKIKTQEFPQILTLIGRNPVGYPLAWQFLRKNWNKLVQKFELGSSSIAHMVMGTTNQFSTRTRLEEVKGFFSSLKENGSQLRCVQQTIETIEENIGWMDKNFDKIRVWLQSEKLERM
PglD inh – blocks C. jejuni PglD acetyltransferase activity; purified PglD enzyme, DTNB colorimetric CoA detection; hit rate 0.098% among 360,000; inhibition, % at 12.5 µM; in the data active means inhibition above about 16%, passing the limit was not always enough; further: strong numbers were not always called active
The depositor's hits bear a star; x = no result given; & = joins results of further samples.

The first 4 entries, to show the layout:
SMILES	S100A4 MyoIIA	EWS-Fli inh	LGR2 antag	PAX8 reporter	FN deposit inh	PGC1a acetyl inh	ERAP1 inh	PglD inh
O=C(Nc1ccccc1F)Nc1cccnc1Cl	-2	-41	-34	-49	6	-18	1	2
O=C(Cc1ccccc1)NNC(=O)c1cnccn1	-39	-5	-7	33	6	9	3	x
COc1ccc(NC(=O)N(C)C[C@@H]2Oc3ccc(NS(=O)(=O)c4cccs4)cc3CC(=O)N([C@H](C)CO)C[C@H]2C)cc1	x	-11	5	3	x	2	x	0
Cc1nn(C)c(NC(=O)c2ccccc2Cl)c1Cl	6	-2	-18	-4	0	x	3	3

Main list, repeating the preview:
SMILES	S100A4 MyoIIA	EWS-Fli inh	LGR2 antag	PAX8 reporter	FN deposit inh	PGC1a acetyl inh	ERAP1 inh	PglD inh
O=C(Nc1ccccc1F)Nc1cccnc1Cl	-2	-41	-34	-49	6	-18	1	2
O=C(Cc1ccccc1)NNC(=O)c1cnccn1	-39	-5	-7	33	6	9	3	x
COc1ccc(NC(=O)N(C)C[C@@H]2Oc3ccc(NS(=O)(=O)c4cccs4)cc3CC(=O)N([C@H](C)CO)C[C@H]2C)cc1	x	-11	5	3	x	2	x	0
Cc1nn(C)c(NC(=O)c2ccccc2Cl)c1Cl	6	-2	-18	-4	0	x	3	3
Cc1cccc(N(CC(=O)NC2CC3CCC2C3)S(=O)(=O)c2ccccc2)c1 (stereo not given)	-6	x	1	24	12	-2	-2	1
CO[C@H]1CC[C@H]2CCN(C)C(=O)[C@@H](C)[C@H](OC)CN(C)C(=O)c3cc(C#N)ccc3OC[C@@H]1O2	-9	-3	-9	-4	2	1	-2	1
COc1ccc(-c2cc(-c3cccnc3)c(C#N)c(N)n2)cc1	-1	19	-9	12	-7	x	1	x
CCS(=O)(=O)c1nc(S(=O)(=O)c2ccc(C)cc2)c(N2CCN(CCO)CC2)s1	21	x	-13	23	2	1	-1	-2
c1ccc(Cn2nnc3c(N4CCOCC4)ncnc32)cc1	2	-3	12	-4	0	-4	3	9
COc1cccc(-c2nc(CS(=O)CC(=O)NC3CCCCC3)c(C)o2)c1 (stereo not given)	1	0	-11	10	11	x	6	-2
CN(C)C(=O)c1ccc(-c2ccc([C@@H]3[C@@H](CO)N4CCCCN(S(C)(=O)=O)C[C@H]34)cc2)cc1	8	x	-6	0	x	5	-1	-3
C(=C\c1ccccc1)/CN1CCN(C(c2cc3ccccc3o2)c2nnnn2Cc2ccccc2)CC1 (stereo not given)	21	14	-7	9	5	1	-2	4
O=C(CSc1nnc(-c2cccnc2)o1)Nc1nccs1	0	-31	7	-58	-4	x	4	-5
CCCn1c(=O)c(C(=O)NNC(=O)c2ccc(Cl)cc2Cl)c(O)c2ccccc21	-1	5	7	-1	-7	2	0	-1
CO[C@H]1CN(C)C(=O)c2cc(NC(=O)C3CCOCC3)ccc2OC[C@H](C)N(C(=O)c2ccccc2)C[C@H]1C	x	7	-12	x	8	-19	x	x
c1ccc(CN2C[C@@H]3N[C@H](C2)C3c2ccc(-c3ccccc3)cc2)cc1 (stereo not given in full)	19&-1	7&-14	-15&-11	-11&-15	-10&21	2&-15	-3&0	x
COc1cc(C(O)c2nc(-c3cccc(C#N)c3)cs2)ccc1F (stereo not given)	6	6	-2	14	x	-6	0	0
CCOC(=O)C1CCCN(S(=O)(=O)CCNC(=O)c2ccc3c(c2)OCO3)C1 (stereo not given)	-1	1	9	-10	-4	9	1	-4
C=C1CCN([C@@H](CC(C)C)C(=O)NN2CCOCC2)S(=O)(=O)c2ccccc21	4	-5	7	-11	-1	7	0	0
Cc1c(Cl)cccc1NC(=O)c1cccnc1	0	6	13	23	-2	5	-1	-1
CC(C)c1ccc(NC(=O)C2(C)Cc3c(-c4ccc(C(N)=O)cc4)ccnc3O2)cc1 (stereo not given)	0	10	16	28	x	6	2	1
Cc1ccc(/C=C/c2nnc(-c3cccs3)o2)cc1	x	x	19	x	-3	0	x	-2
CC(=O)NC(c1ccc(C)cc1)c1cc([N+](=O)[O-])c2cccnc2c1O (stereo not given)	-12	0	x	1	8	x	-2	x
O=C(CCc1nc(-c2ccccc2)no1)Nc1cccnc1	2	3	-1	-4	3	x	1	1
O=C(Nc1nnc2n1CCS2)c1ccc(Br)o1	-4	-3	1	-13	-9	x	1	-2
CN1C(=O)c2cc(NC(=O)C3CCCC3)ccc2OC[C@@H]2O[C@H](CC(=O)NCC3CC3)CC[C@H]21	13	10	-1	36	1	-2	-2	2
CCN(CC)CCN1C(=O)C(O)=C(C(=O)c2ccco2)C1c1ccccn1 (stereo not given)	x	x	x	-2	4	-5	x	-1
O=C(O)C1CCN(c2ccccc2[N+](=O)[O-])CC1	-10	-6	10	1	0	1	-7	0
CC(C)CC#Cc1ccc([C@@H]2[C@@H](CO)N3CCCCN(C(=O)NC4CCCC4)C[C@H]23)cc1	3	4	10	-18	x	-16	3	6
CNC(=O)NNC(=O)c1nc(-c2ccccc2)c(C)o1	1	5	-10	6	-8	-4	1	7
Cc1cc(O)c(C(C)C)cc1N=Nc1ccccc1C(=O)O	-20	-28	-17	33	9	3	x	-5
COC(=O)CNC(=O)c1ccccc1F	-4	13	-1	x	x	7	0	-4
O=C(NCCC(NS(=O)(=O)OCC(Cl)(Cl)Cl)c1ccccc1)C(F)(F)F (stereo not given)	-5	4	-10	-11	-12	14	0	1
C[C@@H]1CN([C@@H](C)CO)C(=O)c2cccc(NC(=O)NC3CCCCC3)c2O[C@@H]1CN(C)Cc1ccc(C(F)(F)F)cc1	-7	0	15	x	1	5	-1	-2
Cc1cccc(NC(=S)NCc2ccncc2)c1C	-3	3	1	12	2	x	0	x
O=C(CSc1nc2ccccc2[nH]1)c1cccs1	x	x	x	-227	1	-3	x	-4
N/C(=N\N=C\c1cccs1)SC1CC(=O)N(c2cccc([N+](=O)[O-])c2)C1=O (stereo not given)	-2	6	9	3	-6	7	7	x
CCOC(=O)c1ccccc1NS(=O)(=O)c1cnn(CC)c1C	-2	5	0	7	x	x	3	2
COC(=O)c1ccc(C(=O)OC)c(NC(=O)CCS(=O)(=O)Cc2ccccc2)c1	-1	x	-8	14	3	2	-3	-5
O=C(O)c1cccnc1SCc1cccc(Cl)c1	4	-1	14	-1	x	10	0	x
Nc1nonc1-n1nnc(C(=O)N/N=C/c2cccnc2)c1-c1cccs1	0	x	3	-23	10	x	1	0
CCCN(C)C[C@H]1Oc2cc(-c3ccccc3OC)ccc2S(=O)(=O)N([C@@H](C)CO)C[C@H]1C	-8	0	12	x	8	5	-1	1
Cc1sc2ncnc(SCC(=O)c3ccc(O)cc3O)c2c1C	-1	2	-3	4	-6	8	x	x
O=C(c1ccncc1)N1CC(=O)N2[C@H](C1)[C@H](c1ccc(/C=C/c3ccccc3)cc1)[C@@H]2CO	-12	-1	0	57	x	-2	0	x
COC(=O)c1ccc2nc(-c3ccc(Cl)cc3)c(Cc3ccsc3)n2c1	4	2	-8	4	1	x	x	x
CN1CCN(C(c2cccc(C(F)(F)F)c2)c2nnnn2Cc2ccccc2)CC1 (stereo not given)	x	x	1	x	-4	-14	x	-4
CCC(=O)N1CCC1(C)C(=O)Nc1nccs1 (stereo not given)	-2	1	2	-8	0	-4	-1	-1
CN=C1N(C)C[C@@H]2[C@@H]3C(=O)N(Cc4ccccc4)C(=O)[C@@H]3[C@](Cc3ccccc3)(C(=O)OC)N12	12	-3	-16	-10	3	12	-2	-3
CO[C@H]1CN(C)C(=O)c2ccc(NC(=O)c3ccc(F)cc3)cc2OC[C@H](C)N(C(=O)c2ccc(F)cc2)C[C@H]1C	-3	14	5	8	-7	1	2	0
CS(=O)(=O)N(CC(=O)N/N=C/c1ccco1)c1ccccc1Br	4	-1	-11	6	-1	x	12	x
O=C(Nc1ccc(NC(=O)c2ccco2)c(Cl)c1)c1cccc([N+](=O)[O-])c1	4	-2	-4	-10	-1	-18	-2	x
COC(=O)[C@@H]1CCCN1Cc1c(C(=O)N2CCCCC2)nc2c(C)cccn12	-1	10	18	13	4	x	9	6
OCCNCCCCOc1cccc(Br)c1	-16	-2	-7	40	7	x	0	x
COc1ccc(CNC(=O)c2cc(C(C)=O)c[nH]2)cc1	-5	1	0	-5	7	3	-4	8
O=S(=O)(c1ccc(NC(=S)N/N=C/c2ccc(Oc3ccccc3)cc2)cc1)N1CCOCC1	0	2	-17	2	-2	x	7	x
CNC(=O)c1cccc2nc3ccccc3nc12	0	-8	-1	-22	-2	2	x	-2
CO[C@H]1CN(C)C(=O)c2cc(NC(=O)C3CC3)ccc2OC[C@H](C)N(Cc2nccs2)C[C@H]1C	7	6	10	5	0	-15	0	0
O=C(C[C@@H]1CC[C@@H]2[C@H](COC[C@H](O)CN2Cc2cccc(F)c2)O1)NCC1CCCCC1	15	-45	-8	-37	8	-5	0	4
Cc1csc(SCCN2C(=O)c3ccccc3C2=O)n1	8	x	-65	x	14	-8	-2	3
CC(Sc1nncn1C)C(=O)Nc1ccc2ccccc2c1 (stereo not given)	-4	-22	-1	x	8	-6	1	-3

Next part.
SMILES	S100A4 MyoIIA	EWS-Fli inh	LGR2 antag	PAX8 reporter	FN deposit inh	PGC1a acetyl inh	ERAP1 inh	PglD inh
CCCC#Cc1ccc2c(c1)O[C@@H](CN(C)C(=O)Nc1ccccc1F)[C@H](C)CN([C@H](C)CO)S2(=O)=O	15	23	0	2	5	4	-2	4
O=[N+]([O-])c1ccc(OCC2CC(c3ccccc3)=NO2)cc1 (stereo not given)	1	-16	-7	0	-4	x	x	x
COc1cccc(CN(C)C(=O)c2sccc2-c2ccccc2)c1OC	-3	x	11	3	-4	-2	-5	-9
COc1ccc(Nc2nc(N)nc(CSC(=S)N3CCC(C)CC3)n2)cc1	x	x	18	-21	4	x	x	6
O=C(CCc1nnc(CCCc2ccccc2)o1)NCCc1ccccc1	-2	-13	9	-6	-3	0	1	x
Cc1ccc(NC(=S)Nc2ccccn2)cc1C	2	-84	-44	-136	-3	-4	1	-3
O=C(NC[C@@H]1N[C@@H](CO)[C@@H]1c1ccccc1)c1ccccc1F	-8	-6	-1	-19	-2	1	x	3
Cc1ccc(-c2csc(N3CCN(c4ccc5nc(-c6ccncc6)n(CCN6CCCCC6)c5c4)CC3)n2)cc1	-11	x	5	x	x	-9	-2	-3
O=C(CC1CC1)N1CC(=O)N2[C@H](C1)[C@@H](c1ccc(C#Cc3cccc(F)c3)cc1)[C@@H]2CO	3	-3	-15	x	-12	-7	-4	x
CN1CCC(CO)(Cc2ccccc2)CC1	-3	8	7	7	7	-3	x	x
COc1ccc(C(=O)Nc2ncc3c(n2)CC(c2ccco2)CC3=O)cc1 (stereo not given)	2	x	5	x	x	x	2	-7
CCC1(C)Cc2c(C#N)c(N)n(-c3ccccc3)c(=S)c2CO1 (stereo not given)	11	-2	26	-3	-9	x	3	5
Cc1ccc(NC(=O)CSc2ncnc3ccccc23)cc1S(=O)(=O)N1CCOCC1	-6	4	27	-3	-7	3	-6	5
CCNC(=O)[C@H]1[C@H](CO)[C@H]2Cn3c(cccc3=O)[C@@H]1N2Cc1cc(F)ccc1F	11	x	-9	-10	x	6	0	x
COc1ccccc1CC(=O)NC1CCCCCC1	1	14	x	-15	-1	12	1	-3
O=C(NC[C@H]1N[C@H](CO)[C@H]1c1ccc(-c2ccccc2F)cc1)c1ccccn1	-12	5	-2	18	-1	4	3	1

Quoted at random: 2 entries already listed, in no set order.
SMILES	S100A4 MyoIIA	EWS-Fli inh	LGR2 antag	PAX8 reporter	FN deposit inh	PGC1a acetyl inh	ERAP1 inh	PglD inh
O=C(NC[C@@H]1N[C@@H](CO)[C@@H]1c1ccccc1)c1ccccc1F	-8	-6	-1	-19	-2	1	x	3
O=C(NC[C@H]1N[C@H](CO)[C@H]1c1ccc(-c2ccccc2F)cc1)c1ccccn1	-12	5	-2	18	-1	4	3	1
